TDP1 inh: TDP1 (human) enzyme inhibition. Q9NUW8. recombinant TDP1, AlphaScreen DNA substrate cleavage. Potency, µM (top dose mostly 130 µM), for inactives: at the highest dose activity change, negative = inhibition, most hits filed as inhibitors. actives 0.28% (n = 350,000); active = well fitted inhibition curve with a large enough effect; also: nearly all actives have a fitted effect of over 40% in size
Target sequence (Q9NUW8 whole entry, looked up): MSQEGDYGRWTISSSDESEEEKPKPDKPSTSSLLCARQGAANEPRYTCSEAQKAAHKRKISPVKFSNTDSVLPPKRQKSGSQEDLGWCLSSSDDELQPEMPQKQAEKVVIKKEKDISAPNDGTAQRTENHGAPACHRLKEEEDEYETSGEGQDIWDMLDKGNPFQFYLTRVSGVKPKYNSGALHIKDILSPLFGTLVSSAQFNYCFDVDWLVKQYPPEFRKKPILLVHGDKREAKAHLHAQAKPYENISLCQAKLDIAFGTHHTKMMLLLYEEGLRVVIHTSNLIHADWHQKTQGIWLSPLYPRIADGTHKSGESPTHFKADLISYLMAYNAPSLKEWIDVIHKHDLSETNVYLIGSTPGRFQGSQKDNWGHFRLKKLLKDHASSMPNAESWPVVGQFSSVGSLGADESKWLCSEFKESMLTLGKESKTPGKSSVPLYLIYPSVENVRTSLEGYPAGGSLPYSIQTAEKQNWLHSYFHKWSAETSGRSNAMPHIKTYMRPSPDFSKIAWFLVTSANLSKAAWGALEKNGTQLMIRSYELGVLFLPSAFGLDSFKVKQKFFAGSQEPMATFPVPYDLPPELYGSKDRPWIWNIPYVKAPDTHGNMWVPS
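Recombinant human Tdp1 (E. coli-expressed, 1 nM final) preincubated with compounds 15 min at room temperature, then 5'-biotin/3'-phosphotyrosine-FITC DNA substrate (15 nM final) added for 5 min. AlphaScreen beads (10 ug/ml final) added 10 min; cleavage lowers signal.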
* = called active by the depositor; & = joins results of further samples; [ ] = dose if it differs, or a comment. % is scaled to controls: 0 for no effect and ±100 for the full control effect; potency is read from the fitted curve at half-maximal effect. The list is partial; rates above refer to the full screens.

SMILES	TDP1 inh
O=C(Cc1ccccc1)Nc1sc2c(c1C(=O)Nc1cccc(Cl)c1)CCCC2	0%
Cc1ccc(N(C)S(=O)(=O)c2ccc3c(c2)CCC(=O)N3)cc1C	-3%
CCCCC/C=C\C/C=C\CCCCCCCCCC(=O)NC(C)C(=O)O (centres undefined)	4%
O=c1[nH]c2ccc(S(=O)(=O)N3CCN(S(=O)(=O)c4ccc5c(c4)OCCO5)CC3)cc2[nH]c1=O	50µM*
COc1cccc(C2c3c(ncn(-c4ccccc4C(C)(C)C)c3=N)Oc3ccc4ccccc4c32)c1 (centres undefined)	4%
COC(=O)c1ccc(C(NC(=O)OCc2ccccc2)/C(F)=C/[C@@H](C)C(=O)Nc2ccc(OC)cc2)cc1 (some centres undefined)	4%
C=C1CCN(C(Cc2ccccc2)C(=O)O)S(=O)(=O)c2ccccc21 (centres undefined)	-4%
C/C(CCN1CCCc2nc(C)c(C)cc21)=N\O[C@@H](C)c1cn([C@@H]2COC[C@@H]2O)nn1	11%[21 µM]
CCCn1c(-c2ccc(F)cc2)nc2c(NCCCN(CC)CC)nc(C)nc21	10%
COc1ccc(-c2nc3c(c4c2C[C@H](c2ccccc2)OC4)CN(C(=O)Cc2cccs2)CC3)c(C)c1	11%[12.3 µM]
COc1ccc2ccccc2c1-c1c(OC)ccc2ccccc12	5%&4%
COc1ccc(C2/C=C\CN(CC3CC3)C(Cc3ccccc3)C(=O)N2Cc2ccc(F)cc2)cc1 (centres undefined)	7%
COC(=O)C(c1ccc(OC)c(OC)c1)C1c2ccccc2C=C(C)N1C(=O)OC (centres undefined)	5%
COC(=O)NC(CC(C)=O)c1ccc2c(c1)OCO2 (centres undefined)	6%[21 µM]
CC(C)OC(=O)[C@@H]1CC[C@H](C)[C@@H](CCCCO)O1	6%
CCN1C(=O)[C@H]2[C@H]3[C@H](O)[C@H](O)C/C(=N/OC[C@@H](C)[C@H](OCc4ccccc4)C(C)C)[C@@H]3CC[C@@H]2C1=O	2%[21 µM]
C=CC[C@](C)(O)c1ccccc1	2%
C#CCCCO/N=C1/C[C@@H](O)[C@@H](O)[C@@H]2[C@@H]3C(=O)N(Cc4ccccc4)C(=O)[C@H]3CC[C@@H]12	11%[21 µM]
COc1ccc(C2Nc3ccccc3C(=O)N2Cc2ccccc2Cl)cc1COc1ccc(NC(C)=O)cc1 (centres undefined)	1%
Cc1nc(NC2CCCCC2)c2nc(-c3ccccc3)n(CCN(C)C)c2n1	8%

Part of the list above, reformatted.
> C=C1CCN(C(Cc2ccccc2)C(=O)O)S(=O)(=O)c2ccccc21 (centres undefined)
  TDP1 inh = -4%
> CCN1C(=O)[C@H]2[C@H]3[C@H](O)[C@H](O)C/C(=N/OC[C@@H](C)[C@H](OCc4ccccc4)C(C)C)[C@@H]3CC[C@@H]2C1=O
  TDP1 inh = 2%[21 µM]
> COC(=O)NC(CC(C)=O)c1ccc2c(c1)OCO2 (centres undefined)
  TDP1 inh = 6%[21 µM]
> COC(=O)C(c1ccc(OC)c(OC)c1)C1c2ccccc2C=C(C)N1C(=O)OC (centres undefined)
  TDP1 inh = 5%

The list goes on:
SMILES	TDP1 inh
CCCCC/C=C\C=C\C(O)CCCCCCCC(=O)O (centres undefined)	5%
O=C1C2=CC[C@H]3C(=O)N(c4cccc(Oc5ccccc5)c4)C(=O)[C@@H]3[C@@H]2[C@H](O)[C@@H]2O[C@H]12	-6%[21 µM]
Cc1cc(CNc2ncnc3ccc(-c4ccc5c(c4)OCO5)cc23)c(C)o1	4%
Clc1ccc(Cl)c(Cl)c1Cl	6%
CC(=O)OCC1OC(C#CC(C)(C)C)C=CC1OC(C)=O (centres undefined)	6%&4%[21 µM]
COC/C=C/c1cc(F)c(S(=O)(=O)N2CCN(S(=O)(=O)c3ccc4c(c3)OCCO4)CC2)cc1F	0%
CCN(CC)/[N+]([O-])=N/Oc1cc(O/[N+]([O-])=N/N2CCCC2CO)c([N+](=O)[O-])cc1[N+](=O)[O-] (centres undefined)	8%
Cc1nc(CN(C)c2ncnc3cc(-c4ccc5c(c4)OCO5)ccc23)cs1	0%
C=C1CC2C(=O)N(Cc3cc(OC)ccc3OC)C(C(=O)OCC)C1N2C (centres undefined)	11%
O=[N+]([O-])c1cccc(Cl)c1	16%
COc1ccc(-c2nc3c(c4c2C[C@H](c2ccccc2)OC4)CN(S(=O)(=O)c2ccc(C#N)cc2)CC3)c(C)c1	6%[21 µM]
COC(=O)C/C=C\[C@H](C)[C@H](CO)NS(=O)(=O)c1ccc(C)cc1	4%[21 µM]
CO[C@H]1COC(=O)C/C=C\[C@@H](C)COC(=O)[C@@H](C)NC(=O)C/C=C\[C@@H]1C	7%[21 µM]
CCCC(=O)Nc1ncnc2c1ncn2C1OC2COP(=O)(O)OC2C1OC(=O)CCC (centres undefined)	-3%[56.1 µM]
CCCCC(C=O)CC (centres undefined)	12%
CC/C=C\C/C=C\C/C=C\C/C=C\C/C=C\C/C=C\CCC(=O)O[C@H](COCCCCCCCCCCCCCCCC)COP(=O)([O-])OCC[N+](C)(C)C	6%
CC(C)=NO[C@@H](C)c1cc(-c2c(C)cc(C)cc2C)no1	3%[21 µM]
COc1ccc2c(c1)O[C@@H](c1ccc3c(c1)OCO3)[C@H](OC(=O)NC1CCCC1)C2=O	1%
Cc1cccc2ccccc12	4%
NC(=S)NNC(N)=S	9%
CCOC(=O)/C=C/CCCC=O	8%
CO[C@@H]1COC(=O)[C@H]2CCCN2C(=O)[C@@H](C)COC(=O)[C@H](COCc2ccccc2)NC(=O)C/C=C\[C@H]1C	7%[21 µM]
CCCC[C@@H]1C[C@H]1C(NC(=O)c1ccccc1)c1ccc(-c2ccccc2)cc1 (some centres undefined)	-7%
COc1ccc(C2c3c(nc(Cc4ccccc4)[nH]c3=O)Oc3ccc4ccccc4c32)cc1OC (centres undefined)	2%
CN(C)c1cccc(S(=O)(=O)N2CCN(S(=O)(=O)c3ccc4c(c3)OCCO4)CC2)c1	-3%
CC1=C2[C@@H]([C@H](C)CC[C@H]2/C=C(\C)C(=O)O)[C@H](O)C1	11%
COc1ccc(C2/C=C\CN(Cc3ccccc3)CC(=O)N2Cc2ccc(F)cc2)cc1 (centres undefined)	14%
Cc1ccc(S(=O)(=O)N[C@H]2COC(=O)C/C=C\[C@@H](C)[C@H](NS(=O)(=O)c3ccc(C)cc3)COC(=O)C/C=C\[C@H]2C)cc1	6%[21 µM]
CCN1C(=O)[C@H]2[C@H]3[C@H](O)[C@H](O)C/C(=N/NC(=O)OCc4ccc(OC)cc4)[C@@H]3CC[C@@H]2C1=O	8%[21 µM]
CC12CCC=CC1C(c1ccc3ccccc3c1)N(Cc1ccccc1)C2=O (centres undefined)	11%
CCNS(=O)(=O)c1ccc(C)cc1	17%
CCOc1ccccc1-c1nnc2n1N=C(c1ccc(OC)c(OC)c1)CS2	-11%
COC(=O)C1=C(C(=O)OC)[C@@H]2N(C)c3ccccc3[C@@]23C[C@@H](C(=O)OC)N(S(=O)(=O)c2ccc(OC)cc2)C3=N1	19%[12.3 µM]
Cc1ccc(/C=C/C2=CC3(C)CC2(C)C(c2ccc(C)cc2)CC3=O)cc1 (centres undefined)	-3%[21 µM]
C=CCN1c2ccccc2[C@]23C[C@@H](C(=O)OC)N(S(=O)(=O)c4ccc(C#N)cc4)C2=NC(C(=O)OC)=C(C(=O)OC)[C@H]13	14%[12.3 µM]
O=C(Cn1cc(CNCc2ccccc2)nn1)Nc1cc(C(F)(F)F)ccc1Cl	-1%
OC(CCl)CCl	8%
C=C1CCN(C(CC(C)C)C(=O)NCCCc2ccccc2)S(=O)(=O)c2ccccc21 (centres undefined)	6%
N#Cc1cccc(OC2=NS(=O)(=O)c3ccccc32)c1	2%
CC(C)C[C@@H](CC(=O)N[C@@H](CCCN)CC(=O)N[C@@H]1CCNC[C@H]1C(=O)N[C@H](CC(=O)N[C@@H](CCC(=O)O)CC(=O)O)Cc1ccccc1)NC(=O)[C@@H]1CNCC[C@H]1N	0%

4 entries from above, as labelled records.
COc1ccc(C2c3c(nc(Cc4ccccc4)[nH]c3=O)Oc3ccc4ccccc4c32)cc1OC (centres undefined)
  TDP1 inh: 2%

CN(C)c1cccc(S(=O)(=O)N2CCN(S(=O)(=O)c3ccc4c(c3)OCCO4)CC2)c1
  TDP1 inh: -3%

CC1=C2[C@@H]([C@H](C)CC[C@H]2/C=C(\C)C(=O)O)[C@H](O)C1
  TDP1 inh: 11%

COc1ccc(C2/C=C\CN(Cc3ccccc3)CC(=O)N2Cc2ccc(F)cc2)cc1 (centres undefined)
  TDP1 inh: 14%

Other records follow.
SMILES	TDP1 inh
CCCn1c(C)nc2c(NC3CCN(Cc4ccccc4)CC3)nc(C)nc21	4%
Cc1nc(N2CCOCC2)c2nc(-c3ccccc3)n(CCCN3CCCCC3C)c2n1 (centres undefined)	1%
COC/C=C/C1=CC2=CC(=O)C(C)(OC(=O)c3cnc4ccccc4n3)C(=O)C2=CN1CCc1ccccn1 (centres undefined)	9%[12.3 µM]
CCCC[C@@H]1C[C@H]1C(NC(=O)c1ccccc1)c1ccc(Cl)cc1 (some centres undefined)	-1%
CN1CCc2nc(-c3ccccc3)c(-c3ccccc3)cc2C1	5%[21 µM]
CSc1nnc(SC)nn1	9%
CO[C@@H]1COC(=O)C/C=C\[C@H](C)[C@@H](NS(=O)(=O)c2ccc(C)cc2)COC(=O)C/C=C\[C@@H]1C	-1%&8%[21 µM]
COC(=O)[C@H](C)NC(=O)[C@@H](C)CO	1%[21 µM]
C=CCC1C=CC(Oc2ccc(OC)cc2)C(COC(=O)c2ccc(Br)cc2)O1 (centres undefined)	-2%[21 µM]
COC(=O)C(CC(C)C)NS(=O)(=O)c1cc(Br)ccc1Br (centres undefined)	1%
C=CCOC(=O)N[C@H](c1ccccc1)C(C(C)=O)C(C)=O	9%
C=C(C)C(O)C(CC/C=C(\C)C(=O)OCC)OC (centres undefined)	3%[21 µM]
COc1cccc([C@@H]2Oc3ccc(OC)cc3C(=O)[C@H]2OC(=O)NCc2ccco2)c1	3%
COC1C(O)COC1/C=C/c1ccccc1 (centres undefined)	5%[21 µM]
O=C(O)c1c(Sc2ccccc2)c2cc(Cl)ccc2n1Cc1ccc(Cl)cc1	0%
COC(=O)c1ccc(C(NC(=O)OCc2ccccc2)/C(I)=C/[C@@H](C)C(=O)Nc2ccccc2)cc1 (some centres undefined)	3%
O=C(O)c1ccccc1[N+](=O)[O-]	3%
CCCCc1nc2c(c3c1C[C@H](C)OC3)CN(C(=O)c1cccnc1)CC2	0%[12.3 µM]
CCOC(=O)N1C(C)CN(/[N+]([O-])=N/Oc2ccc([N+](=O)[O-])cc2[N+](=O)[O-])CC1C (centres undefined)	1%
C=CCOC(=O)N[C@H](/C(C(=O)OC)=C(\C)NCc1ccccc1)c1cccc(C(F)(F)F)c1	9%
COC(=O)C1(CC(C)C)C=C2C(=C(C(C)C)C(=O)C2C)CN1 (centres undefined)	4%
C#CCCCO/N=C1/C[C@@H](O)[C@@H](O)[C@@H]2[C@@H]3C(=O)N([C@@H](C)c4ccccc4)C(=O)[C@H]3CC[C@@H]12	5%[21 µM]
CCCCC/C=C\C/C=C\C/C=C\CCCCC(N)=O	7%
CC1CC=CC2C1C(=O)N(Cc1ccccc1)C2c1ccc(-c2ccc(N(C)C)cc2)cc1F (centres undefined)	20%
COc1ccc(/C=C/C2=CC3(C)CC2(C)C(c2ccc(OC)cc2)CC3=O)cc1 (centres undefined)	9%[21 µM]
CCCCC/C=C\C/C=C\C=C\[C@@H](O)C/C=C\CCCC(=O)O	4%
CCOC(=O)c1nn(-c2ccc(OC)cc2)c(=O)c2c(NC(=O)Cc3ccccc3)scc12	-1%
COC(=O)NC(c1ccccc1)C(C(=O)OC)C(=O)OC (centres undefined)	4%[21 µM]
COc1ccc(OC2C=CC(C#Cc3ccc(C(C)(C)C)cc3)OC2CO)cc1 (centres undefined)	1%[21 µM]
C[C@@H](C(=O)Nc1ccc2ccccc2c1)[C@@H]1C[C@@]1(C)[C@@H](NC(=O)c1ccncc1Cl)c1ccccc1	3%
CC(=O)N(OCc1ccccc1)[C@@H]1c2cc(C#N)ccc2OC(C)(C)[C@H]1O	7%
COc1ccc(C2=Nn3c(nnc3-c3cc(OC)ccc3OC)SC2)c(OC)c1	6%
CO[C@H]1COC(=O)C/C=C\[C@H](C)COC(=O)[C@@H](OCc2ccccc2)/C=C\[C@@H]1C	6%[21 µM]
COc1cccc([C@@H]2Oc3ccc(Br)cc3C(=O)[C@H]2OC(=O)NS(=O)(=O)c2ccc(F)cc2)c1	7%
COCCNC(=O)C1(CC(C)C)C=CCN1C(C)=O (centres undefined)	4%
O=C(O)c1sccc1S(=O)(=O)Nc1ccc(Cl)cc1	4%
CC(C)C[C@@H](CC(=O)N[C@H](CC(=O)N[C@@H]1CCNC[C@H]1C(=O)N[C@H](CC(=O)N[C@@H](CCC(=O)O)CC(=O)O)Cc1c[nH]c2ccccc12)C(C)C)NC(=O)[C@@H]1CCCC[C@H]1N	2%
CCCCC/C=C\C/C=C\CCCCCCCC(=O)NCCc1ccc(O)c(O)c1	-2%
C=CCN1c2ccccc2[C@]23C[C@@H](C(=O)OC)N(S(=O)(=O)c4cccs4)C2=NC(C(=O)OC)=C(C(=O)OC)[C@H]13	18%[12.3 µM]
O=C1CC(c2ccccc2)CC2=C1C1(CCCC1)N=C(Nc1nc3ccccc3o1)N2 (centres undefined)	1%
COc1cccc([C@@H]2Oc3ccc(OC)cc3/C(=N/O[C@@H](C)c3cc(-c4c(C)cc(C)cc4C)no3)[C@@H]2O)c1	8%[21 µM]
